# Screening data deposited in PubChem by ICCB-Longwood Screening Facility, Harvard Medical School.
# Polio RdRp inh = poliovirus RdRp elongation inhibitors, primary screen, biochemical, fluorescence polarization, total intensity; Genome polyprotein (Poliovirus type 1 (strain Mahoney)), P03300; poliovirus polymerase elongation; hits give low values; % elongation, % (compound at 16.7 µg/mL); 150,000 tested, 0.66% active; in the data active = % elongation below about 90%; also: some results filed as inactive read as strong as hits
# Target sequence (P03300 1749-2209 limits assumed): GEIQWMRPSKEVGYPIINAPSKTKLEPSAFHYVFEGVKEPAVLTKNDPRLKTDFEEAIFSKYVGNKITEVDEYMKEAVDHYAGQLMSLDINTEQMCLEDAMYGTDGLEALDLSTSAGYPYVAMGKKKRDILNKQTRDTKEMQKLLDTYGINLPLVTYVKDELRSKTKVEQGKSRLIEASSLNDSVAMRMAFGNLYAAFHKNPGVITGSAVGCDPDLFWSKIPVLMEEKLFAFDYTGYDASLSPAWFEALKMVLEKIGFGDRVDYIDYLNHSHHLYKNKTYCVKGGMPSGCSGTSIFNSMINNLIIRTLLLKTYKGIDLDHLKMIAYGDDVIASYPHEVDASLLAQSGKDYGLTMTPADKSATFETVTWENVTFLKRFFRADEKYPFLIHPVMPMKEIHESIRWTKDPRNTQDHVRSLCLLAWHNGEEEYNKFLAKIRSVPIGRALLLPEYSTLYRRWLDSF
# Polio RdRp inh FP z-score = second read-out of Polio RdRp inh, no call of its own (marks repeat the call); z-score; measured here: FP z-score; hits read low
# Starred values were filed as active, the others as inactive. Some of the compounds tested (hit frequency here may not be typical).
SMILES,Polio RdRp inh,Polio RdRp inh FP z-score
CC1(C)OC(c2ccccc2)=C/C(=C/C=C(C#N)C#N)O1,119,3
N#CCN(CC#N)C(=O)N1CCOCC1,100,-0.7
O=c1cc(N2CCCCC2)nc2n1CCCS2,105,0.6
COc1ccc2c(CNCCc3ccco3)c(C(=O)O)n(Cc3ccc(F)cc3)c2c1,113,1.1
Cc1cc(C)n(-c2nncc(-c3ccccc3)n2)n1,102,0.1
O=C(OC1OCCOC1OC(=O)C1CCCCC1)C1CCCCC1 (stereo not given),101,-0.2
CCCn1cnc2cc(NCc3ccncc3)ccc21,103,-0.2
COc1ccc(C2=NN(S(C)(=O)=O)C(c3cn(-c4ccccc4)nc3-c3cccs3)C2)cc1 (stereo not given),106,0.3
O=C(c1ccc2c(c1)OCCO2)N(c1ccccn1)C1CCCCC1,98,-0.5
Cc1ccc(NC(=O)Cn2c(=O)oc3ccccc32)cc1C,99,-1
O=C(OC1Cn2c(=O)ccc(=O)n2C1)c1ccccc1Cl,97,-0.4
CC(=O)O[C@H]1C[C@@H]2CC[C@@H]3[C@H](CC[C@@]4(C)[C@H]3C[C@H]([N+]3(C)CCCCC3)[C@@H]4OC(C)=O)[C@@]2(C)C[C@@H]1[N+]1(C)CCCCC1,101,0.9
CC1(C)CC(=O)C(C(C2=C(O)CC(C)(C)CC2=O)c2ccccc2)C(=O)C1 (stereo not given),95,-0.9
CCC1CN(C(=O)NCc2ccccc2)c2ccccc2S1 (stereo not given),101,-0.2
Cc1cc(/C=C2/NC(=O)N(Cc3ccc(Br)cc3)C2=O)c(C)n1-c1ccc2c(c1)OCO2,104,0.5
CNC(=O)CS(=O)(=O)c1cn(CC(=O)N2CCCC2)c2ccccc12,103,0.3
CC(c1ccccc1)n1nnc2ccccc21 (stereo not given),100,-0.4
CCC(CC)C(=O)Nc1cc(-c2ccccc2F)nn1-c1ccccc1,107,-0.2
CC1=NC(=O)/C(=C\c2ccc(Cl)cc2)N(C)N1c1ccccc1,101,0.2
Cc1[nH]n(-c2ccccc2)c(=O)c1Cc1c(Cl)cccc1Cl,103,-0.2

# 2 of these compounds in another layout.
# Values run as follows: Polio RdRp inh, Polio RdRp inh FP z-score
- O=C(OC1Cn2c(=O)ccc(=O)n2C1)c1ccccc1Cl
 : 97, -0.4
- CC(=O)O[C@H]1C[C@@H]2CC[C@@H]3[C@H](CC[C@@]4(C)[C@H]3C[C@H]([N+]3(C)CCCCC3)[C@@H]4OC(C)=O)[C@@]2(C)C[C@@H]1[N+]1(C)CCCCC1
 : 101, 0.9

# Carrying on.
SMILES,Polio RdRp inh,Polio RdRp inh FP z-score
Cc1cccc(CNC(=O)CN2C(=O)C3CCCCN3c3ccc(C(=O)N4CCCC4)cc32)c1 (stereo not given),108,0.3
CCOC(=O)C1=C(C)N(C2CCCCC2)C(=O)C1,101,-0.1
COc1ccc(CNC(=O)Cc2c(C)c3cc4c(C)coc4c(C)c3oc2=O)cc1,115,1.7
Fc1ccccc1-c1nc(N2CCN(c3cccc(Cl)c3)CC2)c2ccccc2n1,106,0.1
CC(=O)Nc1ccc(C2N=C(c3cnccn3)NN2)cc1 (stereo not given),100,-0.3
O=C(CSC1=NCCS1)NCc1ccco1,104,1.1
CC1(C)O[C@H]2[C@@H](O1)[C@@H](C(=O)Nc1ccccc1C(F)(F)F)O[C@@H]1OC(C)(C)O[C@@H]12,108,0.2
Fc1ccc(CN2CCCCCC2)cc1F,98,-0.2
CCc1cccc(C)c1NC(=S)NCCC(=O)O,102,0
COc1ccc(NC(=O)CCS(=O)(=O)c2ccc3c(c2)oc(=O)n3C)cc1OC,107,0.7
CCn1c(=O)c2c(=O)cc(N)[nH]c2n(Cc2ccccc2)c1=O,101,-0.1
CCN(CC)c1nc(NN)nc(Nc2ccc(C)c(Cl)c2)n1,102,0.6
COCCn1nnnc1C(c1cc2c(C)ccc(C)c2[nH]c1=O)N1CCCc2ccccc21 (stereo not given),107,2.1
CCOC(=O)c1ccc(NC(=O)c2cccn(Cc3ccccc3F)c2=O)cc1,107,-0.1
Cc1ccccc1-c1nc(CS(=O)(=O)CC(=O)NCCCc2ccccc2)c(C)o1,104,-0.2
CC1(C)Cc2cccc(OCCNS(=O)(=O)c3ccc(-n4cnnn4)cc3)c2O1,105,1.7
CC(C)NC(=S)N=Nc1c(O)n(C)c2ccccc12,98,-0.5
CCCC(=O)N1c2ccccc2NC2=C(C(=O)CCC2)C1c1ccc(O)c(OC)c1 (stereo not given),102,0.2
CCOC(=O)c1cnc2c(Cl)c(Cl)ccc2c1NCCOC(=O)C(C)C,103,0.5
Cc1ccc2c(cnn2C(=O)CCCC(=O)NC2CCCc3ccccc32)c1 (stereo not given),107,1.9
Cc1ccc(NC(=O)CC(O)(C(F)(F)F)C(F)(F)F)cc1,104,0.6
CNC(=O)COC(=O)c1cccnc1Cl,104,0.5
Cc1ccc(C)c(NC(=O)CCc2nc3cccnc3n2Cc2cccs2)c1,105,0
CC[n+]1c(/C=C/N(C)c2ccccc2)sc2ccc(OC)cc21,101,0
Cc1c(C(=O)Nc2ccccc2F)sc2nc3n(c(=O)c12)CCC3,105,-0.2
CCOC(=O)C(CC)SC1=NS(=O)(=O)c2cc(Cl)ccc2N1 (stereo not given),106,0.3
CC1S/C(=N\C(=O)Nc2ccc(Cl)cc2)NC1=O (stereo not given),103,0.5
CCC(Sc1nc2n[nH]c(C)c2c(=N)n1-c1ccccc1Cl)C(=O)N(CC)CC (stereo not given),106,0.3
O=C(CCN1CCN(c2nccc(C(F)(F)F)n2)CC1)N1CCCN(c2ccc(C(F)(F)F)cn2)CC1,104,0.8
Cc1cc(C)cc(NC(=O)CCCn2nc(C)c3c(C)n(-c4ccccc4)nc3c2=O)c1,106,-0.4
Cn1c(CCc2nc3ccccc3[nH]2)nnc1SCC#N,104,0.6
CC(=O)c1ccc(NC(=O)C2CCN(S(=O)(=O)c3ccc4[nH]c5c(c4c3)CCCCC5)CC2)cc1,112,1.2
O=C(O)CNC(=O)OCc1ccccc1,103,0.3
O=C(NCc1csc(-c2cccs2)n1)c1ccno1,107,0.6
Cc1cc(C)nc(N(C#N)CC(=O)N2CCC(C(N)=O)CC2)n1,100,-0.3
COc1ccc(S(=O)(=O)N(CCC#N)C2CCCc3ccccc32)cc1OC (stereo not given),107,0.7
COc1ccc(-c2nc3c4ccccc4n(CC(=O)Nc4ccc(C(C)=O)cc4)c(=O)n3n2)cc1,110,0.8
COc1ccc(N2CC(NC(=O)COc3cccc(C)c3)CC2=O)cc1OC (stereo not given),103,-1.1
CCOC(=O)c1ccc(NC(=O)CCc2c(C)nc3c(c(C)nn3C)c2C)cc1,104,-0.5
COc1cccc(/C=N/NC(=O)CNc2ccccc2)c1,100,-0.4

# In the list so far, 6 have an NH in an aromatic ring.
SMILES,Polio RdRp inh,Polio RdRp inh FP z-score
Cc1[nH]n(-c2ccccc2)c(=O)c1Cc1c(Cl)cccc1Cl,103,-0.2
CCn1c(=O)c2c(=O)cc(N)[nH]c2n(Cc2ccccc2)c1=O,101,-0.1
COCCn1nnnc1C(c1cc2c(C)ccc(C)c2[nH]c1=O)N1CCCc2ccccc21 (stereo not given),107,2.1
CCC(Sc1nc2n[nH]c(C)c2c(=N)n1-c1ccccc1Cl)C(=O)N(CC)CC (stereo not given),106,0.3
Cn1c(CCc2nc3ccccc3[nH]2)nnc1SCC#N,104,0.6
CC(=O)c1ccc(NC(=O)C2CCN(S(=O)(=O)c3ccc4[nH]c5c(c4c3)CCCCC5)CC2)cc1,112,1.2

# (list continues)
SMILES,Polio RdRp inh,Polio RdRp inh FP z-score
O=C1c2ccccc2C(=O)N1CCN1c2cccc3cccc(c23)S1(=O)=O,100,0.1
O=C(OCC(=O)N1CCCCC1)c1ccccc1C(F)(F)F,103,0.4
O=C(O)CCn1cc(I)c(=O)[nH]c1=O,100,-0.5
Cc1ccc(CNC(=O)c2ccc(-n3c(C)cc4c3CCCC4)cc2)cc1,106,-0.5
CCn1cc(CNC(=S)NC2CCCC2)cn1,100,-0.5
CSc1ccc(-c2cc(=O)c3ccccc3o2)cc1,102,0.1
CC1CC(C)CN(C(=O)c2cc(-c3ccccn3)nc3ccc(S(=O)(=O)N4CCOCC4)cc23)C1 (stereo not given),103,0.6
O=C(O)CNC(=O)c1ccc(CO)cc1,99,-0.4
COc1cccc(-c2cc(C(=O)Nc3ccc(Br)c(C)c3)[nH]n2)c1,108,-0.1
Cc1ccc(C)c(NC(=O)C(OC(=O)c2cccnc2Cl)c2ccccc2)c1 (stereo not given),103,0.7

# Part of the list above in order of molar mass, high to low:
SMILES,Polio RdRp inh,Polio RdRp inh FP z-score
CC1CC(C)CN(C(=O)c2cc(-c3ccccn3)nc3ccc(S(=O)(=O)N4CCOCC4)cc23)C1 (stereo not given),103,0.6
O=C(O)CCn1cc(I)c(=O)[nH]c1=O,100,-0.5
CSc1ccc(-c2cc(=O)c3ccccc3o2)cc1,102,0.1

# (next part)
SMILES,Polio RdRp inh,Polio RdRp inh FP z-score
O=c1[nH]c2c(=O)[nH]c(=S)[nH]c2nc1/C=C(\O)c1ccccc1,49,-6.5
O=c1oc(C2CC2)nc2ccccc12,102,0
Cc1cccc(C(=O)Nc2ccc(N3CCN(c4ccc(F)cc4)CC3)c(C(=O)O)c2)c1,107,0
O=C(Cn1nc(Cc2ccncc2)c2ccccc2c1=O)N1CCCc2ccccc21,102,-0.4
CCOC(=O)c1c(-c2ccccc2)csc1NC(=O)c1cc(=O)c2ccc(C)cc2o1,112,0.9
CSc1nc2ccccc2c(=O)n1-c1cccnc1,106,0.2
CC(C)Cn1[nH]nnc1=S,98,-0.6
O=[n+]1cc(-c2ccc(F)cc2)n([O-])c2c1CCCC2,101,-0.2
OC(CNCC1COc2ccccc2O1)COc1ccccc1F (stereo not given),102,-0.3
CCOc1ccccc1NC(=O)c1c(NCc2ccc(C)o2)sc2c1CCC(C)C2 (stereo not given),102,-0.2
COc1ccccc1NC(=O)N1CC(=O)Nc2sc3c(c2C1c1ccccc1)CCCC3 (stereo not given),106,-0.4
Cc1cc(NC(=O)C2CC3CCCN3C23C(=O)N(C)c2ccccc23)ccc1Br (stereo not given),99,-1.3
CCOc1ccc(NC(=O)Cn2cc(C(=O)c3ccc(CC)cc3)c(=O)c3cc4c(cc32)OCO4)cc1,105,0
COc1cc(NC(=O)CCS(=O)(=O)c2ccc3c(c2)NC(=O)C(C)S3)cc(OC)c1 (stereo not given),102,-0.1
C=C(C)C1CC=C(CN2CCN(c3ccccc3)CC2)CC1 (stereo not given),100,-0.3
CC(C(=O)NC(=O)NC1CCCCC1)N1CCN(S(=O)(=O)c2ccc3c(c2)OCCCO3)CC1 (stereo not given),96,-0.6
CCCc1cc(=O)n2[nH]c(NC(=O)CCc3ccccc3)nc2n1,96,-2.6
O=C(O)C1C2CCC(C2)C1C(=O)NCc1ccco1 (stereo not given),103,0.4
C=CCn1cc(Cc2cn(CC=C)nc2C)c(C)n1,103,-0.1
c1ccc(-c2nc3sc(-c4ccccc4)nc3s2)cc1,101,-0.1
O=C1/C(=C/c2cc(Br)cs2)CCC1C1CCCC1 (stereo not given),103,0.4
O=C(Nc1nnc(S(=O)(=O)N2CCCC2)s1)c1ccccc1Br,104,-1.1
CN(C)NC(=S)NC(=O)C12CC3CC(CC(C3)C1)C2,108,0.7
CC(C)NC(=S)N/N=C/c1cccc(O)c1,104,0.3
COC(=O)C1=C(C)NC(=O)CC1c1ccccc1 (stereo not given),105,1
O=C1CSC(c2ccccc2)N1c1cccnc1 (stereo not given),105,0.4
O=C(COC(=O)CCC1CCCC1)Nc1ncc(C(F)(F)F)cc1Cl,104,0.4
CSc1cccc(N2C(=O)N(CC(=O)NCc3ccccc3Cl)c3ccccc3S2(=O)=O)c1,104,-0.8
O=C(Cn1c(NCc2ccccc2)nc2ccccc21)N1CCCC1,102,0
COC(=O)[C@H]1[C@H]2C[C@@H]3c4[nH]c5cc(OC)ccc5c4CCN3C[C@H]2C[C@@H](OC(=O)/C=C/c2cc(OC)c(OC)c(OC)c2)[C@@H]1OC,101,0.2
N#CC(C#N)=Cc1sccc1C1OCCO1,98,-1.6
COc1ccc(NC(=O)C(c2ccc(C)cc2)N(Cc2ccco2)C(=O)c2cnccn2)cc1 (stereo not given),102,0.4
Cc1ccc(CNC(=O)CCc2c(C)nc3c(-c4ccc(F)cc4)c(C)nn3c2C)cc1,107,0.5
O=C(CP(=O)(CO)CO)c1ccc(Cl)cc1,100,-0.2
O=C(NCCN1CCCC1)C1=Cc2sc3c(c2CS1)CCCC3,105,0.6
CC(C)NS(=O)(=O)Cc1ccc(C#N)cc1,99,-0.4
CC(=O)N/C(N)=N/c1nc2ccccc2o1,105,0.7
CC(C)OC(=O)Cn1cc(/C=C2/SC(=O)NC2=O)c2ccccc21,102,0.1
CCN(Cc1ccc2c(c1)OCO2)C(=O)c1cc(F)c(F)cc1Cl,98,-0.3
COc1cc(C(CC(=O)N2CCCCC2)N2Cc3ccccc3C2=O)cc(OC)c1OC (stereo not given),104,0.7
Cc1cccc(CNC(=O)Cc2ccc(NC(=O)N3CCCCc4ccccc43)cc2)c1,108,0.2
CCOC(=O)c1ccc2nc(C(F)(F)F)nc(NCCc3ccc(OC)cc3)c2c1,103,0.2
Cc1n[nH]c(C)c1S(=O)(=O)Nc1ccc(S(=O)(=O)N2CCCCCC2)cc1,103,0
COc1ccc(S(=O)(=O)c2cc3cc(C(C)(C)C)cc(O)c3oc2=O)cc1,102,-1.4
CNS(=O)(=O)c1cn(CC(=O)NCc2ccccn2)cc1S(=O)(=O)NC,104,0.3
